GLP1R inv ag – acts as inverse agonist at human GLP-1 receptor. Potency, µM (titrated, usually from 38.3 µM), for the others: at the top dose activity change, negative = inhibition, most hits filed as inhibitors. P43220. 410,000 tested, 1.6% active. HEK293 GLP-1R CRE-luciferase, luminescence, 24 h; GLP-1R form is constitutively active; further: potency means the concentration at half of the fitted maximal effect; on the % scale 0 is the no-effect control and ±100 the full control effect; nearly all actives have a fitted effect of over 55% in size
Target sequence (P43220 whole entry, looked up): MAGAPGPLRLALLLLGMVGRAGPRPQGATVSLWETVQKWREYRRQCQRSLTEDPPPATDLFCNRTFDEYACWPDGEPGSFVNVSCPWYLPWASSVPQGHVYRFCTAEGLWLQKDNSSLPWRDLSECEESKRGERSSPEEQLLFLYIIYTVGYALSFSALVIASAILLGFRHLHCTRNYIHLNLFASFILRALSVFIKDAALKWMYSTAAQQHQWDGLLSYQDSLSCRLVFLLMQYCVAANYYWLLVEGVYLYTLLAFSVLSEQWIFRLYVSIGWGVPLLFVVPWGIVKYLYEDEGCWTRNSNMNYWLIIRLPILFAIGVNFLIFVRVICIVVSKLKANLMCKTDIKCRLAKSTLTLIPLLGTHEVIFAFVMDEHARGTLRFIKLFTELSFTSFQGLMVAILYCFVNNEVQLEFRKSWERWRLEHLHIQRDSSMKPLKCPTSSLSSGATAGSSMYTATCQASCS
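Constitutively active GLP-1R drives a cAMP-responsive luciferase in stably transfected HEK293 cells; test compounds are added after overnight (12 h) attachment and left 24 hr, and signal loss in luminescence marks inhibition.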
KB-V1 cytotox – kills drug-selected multidrug resistant KB-V1 cells | KB-V1 MDR cells viability, CellTiter-Glo, 72 h | 400,000 tested, 3.4% active | Potency, µM (top dose mostly 46.1 µM), for the others: at the highest dose activity change, negative = cytotoxicity, most hits filed as cytotoxic; further: potency means the concentration at half of the fitted maximal effect; on the % scale 0 is the no-effect control and ±100 the full control effect; nearly all actives have a fitted effect of over 60% in size
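Compound-treated KB-V1 multidrug-resistant cells, 72 h, 37 degrees C; viability by CellTiter-Glo. Fitted qHTS curves give the values.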
HEK293 tox – cytotoxic in the GLP-1 receptor inverse agonist counter-screen; 410,000 tested, 0.13% active; HEK293 cAMP-luciferase reporter cells, luminescence, 24 h; Potency, µM (series often up to 38.3 µM), for the others: at the highest dose activity change, negative = inhibition, hits mostly inhibitors; AID 624418;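 further: loss of luciferase light is scored as toxicity; potency means the concentration at half of the fitted maximal effect; on the % scale 0 is the no-effect control and ±100 the full control effect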
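Cells in DMEM/10% Nu serum/1% pen-strep, 1536-well format. Pre-incubated 12 h, dosed with 23 nL compound, incubated a further 24 h. Luciferase detection, 12 min at room temp, luminescence.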
D3 ag – activates the human D3 dopamine receptor | P35462 | max activation, % | 410,000 tested, 0.58% active | D3R DiscoveRx beta-arrestin cells, luminescence, 90 min; in the data active means max activation above about 30%; further: 0% is about no effect; mostly tested at two doses, the higher about 12 µM
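Cells at 1500/well, incubated overnight, then treated with pinned compounds (dopamine as control) for 90 min at 37 degrees C. DiscoveRx reagent added for 30 - 60 minutes at room temperature; luminescence read.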
D3 antag – antagonists of human D3 dopamine receptor | 360,000 tested, 2.5% active | D3R cells, DiscoveRx beta-arrestin luminescence, antagonist mode; active compounds read low | AID 652054 | max response, negative = inhibition, %; in the data active means max response below about -50%; inconclusive means no clear call, values can overlap the other calls; further: on the % scale 0 is the no-effect control and ±100 the full control effect; mostly tested at two doses, the higher about 12 µM
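Cells expressing the human receptor were seeded at 1500 cells/well, incubated overnight at 37 degrees C in 5% CO2, then exposed to library compounds with dopamine controls for 90 minutes at 37 degrees C before luminescent detection.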
aSyn rescue – inhibitors of alpha-synuclein toxicity in yeast. Potency, µM (series often up to 46.1 µM), inactives show at the highest dose growth rescue (activation), usual class: activators. 370,000 tested, 0.14% active. Yeast expressing alpha-synuclein, growth rescue, BacTiter-Glo, 24 h; further: potency means the concentration at half of the fitted maximal effect; % of control where 0% means no effect; nearly all actives have a fitted effect of over 65% in size
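Galactose-induced alpha-syn yeast (OD600=0.02, raffinose-pregrown) + pinned cpd, 24 hr, 30 deg C; growth by BacTiter-Glo luminescence. Growth restoration scores as activation.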
GLP1R ag – GLP-1 receptor (human) agonism. P43220. HEK293 GLP-1R CRE-luciferase, luminescence, 4-6 h; cells express a hypersensitive GLP-1R form. Potency, µM (titrated, usually from 45.6 µM), for inactives: top-dose activation, most hits filed as activators. 380,000 tested, 0.007% active. AID 624172; further: potency means the concentration at half of the fitted maximal effect; % of control where 0% means no effect
PTHR1 ag – PTHR1 (human) receptor agonism; HEK293 GP2 PTHR1 cells, GloSensor cAMP luminescence, 1 h; 410,000 tested, 0.075% active; Potency, µM (doses to about 115 µM), for inactives: at the highest dose activation, actives largely listed as activators; Q03431; further: potency means the concentration at half of the fitted maximal effect; nearly all actives have a fitted effect of over 55% in size; some results filed as inactive show a strong effect at the top dose; inactives centre near -15; many of its hits are not listed in these tables
Target sequence (Q03431 whole entry, looked up): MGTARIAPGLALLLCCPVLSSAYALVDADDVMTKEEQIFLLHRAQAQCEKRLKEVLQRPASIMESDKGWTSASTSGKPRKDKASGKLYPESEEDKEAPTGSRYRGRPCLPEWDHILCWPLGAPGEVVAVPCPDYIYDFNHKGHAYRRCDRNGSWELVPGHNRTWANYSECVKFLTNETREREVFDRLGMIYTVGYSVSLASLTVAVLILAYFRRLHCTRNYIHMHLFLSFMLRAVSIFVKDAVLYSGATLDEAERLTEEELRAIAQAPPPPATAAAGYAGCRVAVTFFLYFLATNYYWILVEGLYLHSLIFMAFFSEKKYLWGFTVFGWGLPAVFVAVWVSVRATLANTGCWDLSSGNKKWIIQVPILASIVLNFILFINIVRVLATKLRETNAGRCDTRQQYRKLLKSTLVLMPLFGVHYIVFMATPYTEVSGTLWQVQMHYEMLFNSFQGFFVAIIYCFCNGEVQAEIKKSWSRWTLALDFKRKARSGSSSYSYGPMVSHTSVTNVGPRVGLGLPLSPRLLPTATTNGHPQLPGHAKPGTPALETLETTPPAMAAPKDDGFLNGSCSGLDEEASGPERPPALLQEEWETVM
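HEK-293-derived GP2 cells expressing PTHR1 and a GloSensor cAMP reporter, 3,000/well, plated overnight, given luciferin plus IBMX (each 0.5 mM as added) for 1 h at 37 °C, then compound for 1 h at 37 °C. Luminescence was read after 15 min at room temperature.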
TDP-43 yeast inh – rescues yeast growth from TDP-43 toxicity | TDP-43 expressing yeast growth rescue, BacTiter-Glo, 24 h | 410,000 tested, 1.8% active | AID 652104 | Potency, µM (titrated, usually from 46.1 µM), for the others: at the highest dose growth rescue (activation), usual class: activators; further: potency means the concentration at half of the fitted maximal effect; % of control where 0% means no effect; nearly all actives have a fitted effect of over 50% in size
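Cell-based yeast growth screen: TDP-43 expression induced in galactose, inoculum OD600=0.02 after raffinose pregrowth to mid-log. Read-out BacTiter-Glo luminescence at 24 hr, 30 deg C; inhibition of toxicity seen as signal increase.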
An asterisk follows results filed as active; i = inactive; ? = inconclusive; . = not tested or not shown; [ ] = dose if it differs, or a comment. Unless noted, the call rests on the fitted dose curve; in most records, active means well fitted curve in the direction sought with a large enough effect; inconclusive means small, poorly fitted or top-dose-only effect, or another doubt; inactive means no such curve, though single readings can be large; an effect the other way counts as inactive or inconclusive.

A first look, seven compounds:
SMILES | GLP1R inv ag | KB-V1 cytotox | HEK293 tox | D3 ag | D3 antag | aSyn rescue | GLP1R ag | PTHR1 ag | TDP-43 yeast inh
Cc1cc(NC(=O)CN2C(=O)/C(=C/c3ccccc3F)SC2=S)no1 | 2% | 8% | 2% | 2 | 5 | -1% | 0% | i | 19%
CCCn1nnc(NC(=O)C(c2ccccc2)c2ccccc2)n1 | ? | 18µM* | 6% | 3 | 13 | 5% | -6% | ? | 16%
C=CCn1c(SCC(=O)NC(=O)NCCC)nnc1C1CCCCC1 | ? | 0% | 5% | 11 | 59 | -1% | 20% | -2% | -4%
Cc1ccc(S(=O)(=O)CCC(=O)N2CCN(c3ccc([N+](=O)[O-])cc3)CC2)cc1 | -7% | -9% | 6% | 4 | -7 | -12% | -6% | -91%[inhibitor] | ?
CC(C)Oc1ccc(CN2CCCC(CO)(Cc3ccc(F)cc3)C2)cc1 (stereo not given) | 11µM* | 5% | -15% | -24 | ? | -2% | 14% | -9% | -7%
Cc1cc(C(=O)N/N=C/c2cccnc2)c2ccccc2n1 | -1% | -10% | 10% | 1 | 0 | -5% | 3% | -3% | -24%
Cc1sc(NC(=O)C2CCCC2)c(C#N)c1C | 9% | ? | 21% | 5 | ? | -6% | 14% | -12% | ?

The listing, from the start:
SMILES | GLP1R inv ag | KB-V1 cytotox | HEK293 tox | D3 ag | D3 antag | aSyn rescue | GLP1R ag | PTHR1 ag | TDP-43 yeast inh
Cc1cc(NC(=O)CN2C(=O)/C(=C/c3ccccc3F)SC2=S)no1 | 2% | 8% | 2% | 2 | 5 | -1% | 0% | i | 19%
CCCn1nnc(NC(=O)C(c2ccccc2)c2ccccc2)n1 | ? | 18µM* | 6% | 3 | 13 | 5% | -6% | ? | 16%
C=CCn1c(SCC(=O)NC(=O)NCCC)nnc1C1CCCCC1 | ? | 0% | 5% | 11 | 59 | -1% | 20% | -2% | -4%
Cc1ccc(S(=O)(=O)CCC(=O)N2CCN(c3ccc([N+](=O)[O-])cc3)CC2)cc1 | -7% | -9% | 6% | 4 | -7 | -12% | -6% | -91%[inhibitor] | ?
CC(C)Oc1ccc(CN2CCCC(CO)(Cc3ccc(F)cc3)C2)cc1 (stereo not given) | 11µM* | 5% | -15% | -24 | ? | -2% | 14% | -9% | -7%
Cc1cc(C(=O)N/N=C/c2cccnc2)c2ccccc2n1 | -1% | -10% | 10% | 1 | 0 | -5% | 3% | -3% | -24%
Cc1sc(NC(=O)C2CCCC2)c(C#N)c1C | 9% | ? | 21% | 5 | ? | -6% | 14% | -12% | ?
CC1(C(=O)NS(=O)(=O)c2cccc(OC(F)F)c2)CCN1C(=O)Cc1ccsc1 (stereo not given) | 19% | 6% | -2% | 0 | ? | 1% | -4% | i | 1%
CN(c1ccc(OC(=O)CN2C(=O)NC3(CCCC3)C2=O)cc1)S(=O)(=O)c1ccccc1 | 4% | 30% | -4% | 4 | 8 | 2% | -9% | i | 13%
CS(=O)(=O)N1CCCCC1c1cc(C(=O)NCc2ccc(F)cc2)no1 (stereo not given) | 29% | -13% | 2% | -13 | -88* | -3% | 0% | -1% | 5%
CCOC(=O)C1=C(c2ccccc2)N(C)C(=O)NC1c1ccc(OC(F)F)c(OC)c1 (stereo not given) | -23% | -20% | -5% | 2 | -4 | 2% | 1% | -34%[inhibitor] | 26%
CCCCn1c(N)c(N(CCOC)C(=O)c2ccc(C)o2)c(=O)[nH]c1=O | 16% | 17% | -1% | 3 | 2 | 4% | 2% | i | 11%
CC(C)(C)C(=O)CNS(=O)(=O)c1ccc(S(=O)(=O)NC2CCCC2)cc1 | -21% | -17% | 33%[activator] | 4 | -11 | 18% | 1% | i | -20%
CCN1C(=O)[C@H]2[C@H]3CN=C(SCc4ccc(C)cc4)N3[C@@](Cc3ccccc3)(C(=O)OC)[C@H]2C1=O | -3% | -3% | 1% | -55 | -57* | -1% | 8% | i | 5%
O=C(O)c1cc(S(=O)(=O)N2CCCCC2)sc1Cl | 3% | 19% | -5% | 11 | -28 | 3% | 0% | i | 2%
Cc1c(NC(=O)C(C#N)=C2CCCCC2)c(=O)n(-c2ccccc2)n1C | 4% | 10% | 4% | -2 | 17 | 3% | 7% | 19%[57.5 µM] | -9%
CC(Cn1cncn1)C(=O)N1CCN(S(=O)(=O)c2ccccc2)CC1 (stereo not given) | -18% | -1% | 4% | 1 | 11 | 7% | -1% | -10% | 12%
O=C(c1ccc2c(c1)CCN2S(=O)(=O)c1ccc(Cl)cc1)N1CCN(c2ccccc2F)CC1 | ? | 0% | -4% | -6 | . | . | . | -27% | 15%
COc1cccc(C(C(=O)NC2CCCC2)N(C(=O)c2ccco2)c2cccc(C(C)=O)c2)c1OC (stereo not given) | -15% | -29% | 5% | -6 | -8 | -6% | 2% | -28% | -11%
CC1(C)c2ccccc2N2CCC(=O)NC21/C=C/c1ccco1 (stereo not given) | -26% | 3% | -25% | 5 | 22 | 6% | -1% | -1%[57.5 µM] | -5%
O=C(N/N=C\c1ccc(O)c([N+](=O)[O-])c1)c1ccccc1-n1cccc1 | 25% | 16µM* | -25% | -4 | ? | -6% | -1% | -16% | 0%
C=C[C@@H]1c2cc(C)ccc2N(S(=O)(=O)c2ccc(C)cc2)[C@H](c2ccc(OC(C)=O)cc2)C1(C#N)C#N | ? | 7.3µM* | ? | -27 | ? | 5% | -2% | -3% | 19%
O=C(CCCn1c(=O)oc2ccccc21)Nc1ccccc1 | -16% | -1% | 10% | -13 | -19 | -2% | 12% | i | -5%
CC(=O)c1cc(-c2ccccc2)n(CCC(=O)Nc2cc(C)cc(C)c2)c1C | ? | -14% | -28% | -5 | . | . | . | -5% | 15%
COc1ccc(/C(N)=N/OC(=O)c2c(-c3ccccc3Cl)noc2C)cc1OC | ? | ? | ? | 27 | 37 | 5% | ? | -6% | -1%
CC(=O)N(c1ccc(Cl)cc1)c1nc(C)cc(C)c1C#N | -13% | -10% | 0% | 0 | 0 | 5% | 6% | i | 18%
COCC1CCN(Cc2c(C(=O)N3CCN(C4CCCCC4)CC3)nc3ccccn23)C1 (stereo not given) | 20% | -16% | 3% | 6 | 10 | -2% | -2% | i | 7%
Cc1nn(C)c(C)c1S(=O)(=O)N1CCC(C(=O)Nc2ccc3c(c2)OCCO3)CC1 | -32% | -22% | -7% | 4 | 5 | 1% | -4% | -20% | -6%
CN(C)c1nc(N)c2ncc(=S)[nH]c2n1 | 48%[activator] | 2% | 4% | -4 | 11 | 7% | 3% | i | 14%
C[C@@H]1[C@@H](Sc2ccccc2)CC(=O)O[C@@H]1c1ccc(-c2ccccc2)cc1 | ? | ? | -44% | 12 | 4 | 1% | -2% | -42%[inhibitor] | 24%
O=C(NCCc1ccccc1)C1CCC(Cn2c(=O)c3ccccc3n(Cc3cccnc3)c2=O)CC1 (stereo not given) | -20% | 3% | -12% | 3 | 4 | 3% | 10% | i | 13%
O=C(Cn1cnc2cc([N+](=O)[O-])ccc2c1=O)NC(c1ccccc1)c1ccccc1 | -1% | 0% | -1% | -4 | -10 | -4% | 5% | i | -14%
COc1ccc(N(C(C)=O)C2C=CS(=O)(=O)C2)c(OC)c1 (stereo not given) | 15% | -8% | 7% | 7 | 5 | 1% | -9% | 12%[57.5 µM] | -15%
CC1CC(C)CN(CCOc2cccc(Cl)c2Cl)C1 (stereo not given) | -17% | ? | 2% | 16 | -71* | 13% | -2% | 18% | -15%
CCOc1ccc(-c2nnc(SCC(=O)Nc3cccc(Cl)c3C)o2)cc1 | 3% | . | 4% | 7 | . | . | . | -11% | 24%
Cc1cccc(N(CC(=O)NC(C)(C)C)C(=O)CNC(=O)c2cccs2)c1C | -2% | 9% | 5% | 2 | 16 | -5% | -3% | -1% | -2%
CCN(CC)Cc1nc2sc(C)c(C)c2c(=O)[nH]1 | 11% | 0% | -15% | -16 | -22 | -3% | 1% | -9% | 20%
COc1ccc(-c2nc(-c3cccc(C)c3)nc(N3CCN(C)CC3)c2C#N)cc1 | -23% | 4.6µM* | 13% | 2 | 10 | -9% | -10% | i | 6%
CCCOCC1CC(CCc2nc(=S)[nH][nH]2)C(=O)O1 (stereo not given) | 13% | 2% | -10%[1.53 µM] | 5 | 14 | -1% | -9% | -11% | 8%
CCCC(=O)Nc1ccc(Cl)c(NC(=S)NC(=O)C(C)C)c1 | -23% | 0% | 5% | -6 | -4 | 0% | 2% | -16% | 7%
O=C(Nc1ccccc1F)c1cc(S(=O)(=O)N2CCOCC2)ccc1N1CCOCC1 | 52%[activator] | 18% | 0% | 8 | 11 | -1% | 15% | i | -4%
Cc1c(C(=O)N2CCCCC2)sc(NC(=O)C23CC4CC(CC(C4)C2)C3)c1C#N | -2% | -6% | 5% | 6 | 6 | 2% | -7% | i | 8%
O=C(Nc1ccccc1C(=O)N1CCOCC1)c1ccc(CSc2ccccc2)cc1 | ? | ? | -10% | -5 | 5 | -2% | 14% | -4% | 0%
O=C(CSc1nc(-c2ccccc2)nc2c1Cc1ccccc1O2)Nc1ccc(C(=O)O)cc1 | 2% | -2% | -8% | 0 | 17 | -1% | -3% | -31%[inhibitor] | 15%
CCCOc1ccc(C2=CSC3=NCCN23)cc1[N+](=O)[O-] | ? | 4% | -9% | 13 | 3 | -2% | 13% | -9% | -15%
N#Cc1ccc(OC(=O)c2cc(-c3ccc4c(c3)OCCO4)on2)cc1 | 3% | . | -6% | -15 | . | . | . | i | 2%

A portion of the library; the hit share may differ from the screen's.
